# Assay outcomes as filed in PubChem.
# miR122 inh: inhibitors of miR-122 in Huh7 cells. Huh7 miR-122 Renilla luciferase sensor, 48 h; neutral wells = 0, positive control = 100. activation (reporter increase), % at 12.5 µM. 340,000 compounds, 0.3% hits;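 active means mean replicate activation score at least 90 and every replicate individually at or above 90; inconclusive means only one of the two criteria met; inactive means neither criterion met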;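 further: higher luciferase means less miR-122 activity so hits act as miR-122 inhibitors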
# Casp6 inh: inhibitors of human caspase-6 | P55212 | purified caspase-6, Z-VEID-R110 cleavage fluorescence | inhibition, % at 12.5 µM | 350,000 compounds, 0.53% hits | AID 686996;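 active means mean inhibition across replicates at least about 35%, with every replicate also reaching that limit, limit read from the data; inconclusive means only one of the two criteria met; inactive means neither criterion met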;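 further: 0% = median of neutral control wells and 100% = no fluorescence left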
# Target sequence (P55212 24-179 limits assumed): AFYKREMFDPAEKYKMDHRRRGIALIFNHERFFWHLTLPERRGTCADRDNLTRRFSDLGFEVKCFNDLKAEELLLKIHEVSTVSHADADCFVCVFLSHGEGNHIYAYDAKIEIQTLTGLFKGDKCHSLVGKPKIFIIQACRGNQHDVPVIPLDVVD
# Target sequence (P55212 194-293 limits assumed): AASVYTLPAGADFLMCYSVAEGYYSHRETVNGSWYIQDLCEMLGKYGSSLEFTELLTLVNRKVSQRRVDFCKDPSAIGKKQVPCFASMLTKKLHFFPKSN
# Cneo AK release: Cryptococcus neoformans lysis via adenylate kinase release; C. neoformans lysis, adenylate kinase release luminescence, 4 h; normalised: neutral wells 0, clomiphene wells 100; lysis activity, % at 15 µM; 360,000 compounds, 0.2% hits; AID 651654;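 active means mean lysis activity across replicates of at least 80%, whatever share of replicates individually reach that level; inactive means mean lysis activity below 80%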
#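 read-out = cell lysis signal | test system = log-phase Cryptococcus neoformans yeast cells | input = cells at 5 × 10^6 per mL | medium = fresh YPD growth medium | signal = luminescent adenylate kinase detection reagent | timing = 4 h at 37 °C static, read 1 h later | dosing = single dose | controls = Clomiphene as positive lysis control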
# EWS-Fli inh: inhibitors of EWS/Fli oncoprotein transcriptional activity; AID 651661; inhibition, % at 12.6 µM; A673 NR0B1-luciferase reporter, viability-normalised; 350,000 compounds, 0.67% hits;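 active means mean inhibition of at least 50% after viability correction, with every replicate also passing that limit; inconclusive means mean reaches 50% but only one of two replicates passes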;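 further: firefly luciferase signal divided by Alamar Blue viability fluorescence both relative to DMSO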
# PGC1a acetyl inh: modulators of PGC1a acetylation. AID 651687. inhibition, % at 15.6 µM. U2OS PGC1a acetylation, AlphaScreen anti-acetyl-lysine; with virally co-expressed GCN5 acetyltransferase. 350,000 compounds, 0.17% hits;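 active means every replicate shows inhibition of at least 40%; inconclusive means mean inhibition at least 40% but some replicate below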;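 further: 0% = neutral control wells and 100% = positive control wells; some results beyond the cut were filed as inactive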
# FN deposit inh: fibronectin deposition inhibition; AH1F fibroblasts, Alexa488-fibronectin deposition fluorescence, overnight; inhibition, % at 12.6 µM; 350,000 compounds, 0.086% hits; AID 743247;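 active means mean inhibition across replicates of 30% or more, regardless of how many single replicates reach that level; inconclusive means mean under 30% yet at least half of replicates reach 30%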;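 further: positive control wells lacked labelled fibronectin entirely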
#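 Assay system: AH1F fibroblast monolayer, labelled fibronectin deposition. Amount: 10000 cells per well. Also added: labelled fibronectin 24 nM. Compound: single-point pinned compound. Incubation: cell attachment 1 h, compound and FN exposure overnight. Detection: fluorescence after three HBSS washes, excitation 485 nm, emission 525 nm. Read-out: inhibition of fibronectin deposition signal.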
# LGR2 antag: inhibitors of bursicon-induced Drosophila LGR2 receptor cAMP signaling; HEK293 LGR2, CRE-luciferase, bursicon-stimulated, 4 h; inhibition, % at 9.99 µM; 380,000 compounds, 0.35% hits; AID 720647;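 active means drop in luminescence signal, shown as inhibition above about 50% in the replicate tests, limit read from the data, passing the limit was not always enough; inconclusive means probably only some replicates passing the limit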;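 further: agonist challenge used bursicon conditioned medium at about half maximal strength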
# PAX8 reporter: PAX8 transcriptional activity inhibition | RMG-I TPO-luciferase reporter, SteadyGlo, 24 h | AID 652154 | 360,000 compounds, 1.2% hits | inhibition, % at 12.6 µM;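 active means mean replicate inhibition at least 60% with every replicate also reaching 60%; inconclusive means only one of the two criteria is met; inactive means mean below 60% and not all replicates reaching 60%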;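 further: luciferase light reporting Pax8 driven TPO promoter activity; plate controls were median of neutral control wells for no effect and mitoxantrone controls for full effect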
# The depositor's hits bear a star; ? = inconclusive; . = no result given; & = joins results of further samples; [ ] = dose if it differs, or a comment. Outcome played no part in choosing rows, and some 2.5% of all compounds hit somewhere here.
no.	mol	miR122 inh	Casp6 inh	Cneo AK release	EWS-Fli inh	PGC1a acetyl inh	FN deposit inh	LGR2 antag	PAX8 reporter
1	O=C(c1ccc(Cl)c(S(=O)(=O)N2CCCC2)c1)N1CCOCC1	-1	3	1	1	9	1	-15	.
2	O=C(COC(=O)CSc1ccc([N+](=O)[O-])cc1)NCCCc1ccccc1	0	2	2	0	5	-1	-13	-11
3	Fc1ccc(NC(=S)Nc2cc(Cl)ccc2Cl)cc1	9	4	.	-4	20	15	8	5
4	CCCNC(=O)c1ccc(N2CCC3(CC2)CC(c2cccc(Br)c2)=NO3)c(NC(=O)c2ccc(Cl)c([N+](=O)[O-])c2)c1	-4	.	1	2	1	3	7	11
5	Cc1ccc(NC(=O)c2ccc3c(c2)N(CC(=O)N2CCCCC2)C(=O)C(C)(C)O3)cc1	0	.	-1	.	0	-1	.	13
6	CNC(=S)NNC(=O)c1ccccc1Cl	-1	0	0	2	-5	3	.	9
7	Cc1noc(C)c1S(=O)(=O)N(C)C[C@@H]1OCCCC[C@H](C)Oc2ccc(NS(=O)(=O)c3cccs3)cc2C(=O)N([C@@H](C)CO)C[C@H]1C	12[16.7 µM]	1	-4	-5	-19	.	17	13
8	CCNC(=O)C[C@@H]1CC[C@H]2[C@@H](COC[C@@H](O)CN2C(=O)c2ccccn2)O1	0[16.7 µM]	2	0	4	4	-5	3	-11
9	Cc1ccc(S(=O)(=O)Nc2ccc3c(c2)CC(=O)N([C@@H](C)CO)C[C@@H](C)[C@@H](CN(C)C(=O)NC2CCCCC2)O3)cc1	2[16.7 µM]	0	0	9	-2	.	8	9
10	COc1ccc(S(=O)(=O)N(C)C[C@H]2Oc3cc(C#CC4CCCCC4)ccc3S(=O)(=O)N([C@@H](C)CO)C[C@H]2C)cc1	26[16.7 µM]	1	-6	13	6	.	14	.
11	CS(=O)(=O)N(CC(=O)Nc1ccc(S(=O)(=O)N2CCOCC2)cc1)c1ccccc1Br	-5	0	0	7	1	-13	23	17
12	COc1ccccc1C(=O)NNC(=O)c1ccc(Br)cc1	6	1	-7	-11	.	17	0	44

# Remaining list, next part.
no.	mol	miR122 inh	Casp6 inh	Cneo AK release	EWS-Fli inh	PGC1a acetyl inh	FN deposit inh	LGR2 antag	PAX8 reporter
13	C=CCSc1nc2ccccc2n1C(=O)/C=C/c1ccc(OC)c(OC)c1	-4	0	11	?	-8	.	43	.
14	C[C@@H]1CN([C@@H](C)CO)S(=O)(=O)c2ccc(Br)cc2O[C@@H]1CN(C)C	15[16.7 µM]	3	7	-5	4	-7	-11	.
15	Clc1nc(Oc2ccccc2)nc(-c2cn(-c3ccccc3)c3ccccc23)n1	.	-4	.	2	.	13	.	8
16	O=C(Nc1ccc2oc(-c3ccccc3F)nc2c1)c1ccco1	-6	3	-1	-153	-4	-8	-154	-130
17	O=C(C1CCCCC1)N1CC2(C1)[C@H](c1ccccc1)[C@H](CO)N2Cc1cncnc1	.	2	.	-2	6	4	-7	.
18	CC(C)(C)c1ccc(C(=O)NC(=S)NCc2cccnc2)cc1	9	.	.	.	4	0	-22	-18
19	C[C@@H]1CN([C@@H](C)CO)S(=O)(=O)c2ccc(C#Cc3ccncc3)cc2O[C@@H]1CN(C)C	-5[16.7 µM]	2	2	-4	-11	-4	-10	.
20	COC(=O)C(C)(C)ONC(=O)Nc1ccccc1Cl	.	1	.	0	-2	-6	-22	-10
21	COCC(=O)Nc1sc2c(c1C(=O)OC)CCCC2	-10	.	0	.	-3	10	.	13
22	CNc1cncc(-c2cccc(C(=O)N(C)C)c2)n1	1	-2	0	-10	7	7	2	1
23	CC(=O)CSc1nc(-c2cccs2)c(C#N)c(=O)[nH]1	.	9	.	2	5	-9	4	-18
24	COc1ccc(NC(=O)CC2Nc3ccccc3NC2=O)c([N+](=O)[O-])c1 (configuration not stated)	.	-1	.	12	.	-4	-4	18

# Additional structures.
no.	mol	miR122 inh	Casp6 inh	Cneo AK release	EWS-Fli inh	PGC1a acetyl inh	FN deposit inh	LGR2 antag	PAX8 reporter
25	Cc1ccc(S(=O)(=O)Nc2ccc(Br)cc2C(NCC(=O)O)c2ccccc2)cc1 (configuration not stated)	6	.	-1	.	-3	.	-1	3
26	CCc1ccc(C2C(C#N)=C(N)Oc3cc(N)ccc32)cc1 (configuration not stated)	-11	-1	-2	3	-5	11	28	6
27	O=C(Cc1ccc(Cl)cc1)NN1C(=O)c2ccccc2C1=O	.	1	.	5	.	.	10	-1
28	N#CC(C#N)=CNc1cccnc1	.	-1	.	1	-2	2	-5	6
29	O=C(Nc1nnc(C2=COCCO2)o1)c1ccc([N+](=O)[O-])s1	.	31	-1	1	.	-3	20	.
30	CO[C@@H]1CC[C@H]2CCN(C)C(=O)[C@@H](C)CN(C)C(=O)c3cccc(C#N)c3OC[C@H]1O2	.	8	6	-7	.	-1	-13	-8
31	C[C@H]1CN([C@@H](C)CO)C(=O)Cc2cc(NC(=O)C3CC3)ccc2O[C@@H]1CN(C)S(=O)(=O)c1cn(C)cn1	0[16.7 µM]	3	-1	-11	10	2	-10	-29
32	CC(=O)N1[C@H](CO)[C@H](c2ccccc2)C12CN(C(=O)c1ccc3c(c1)OCO3)C2	.	2	.	6	5	.	3	.
33	CC(Oc1ccc2c3c(c(=O)oc2c1)CCC3)C(=O)NC1CCN(Cc2ccccc2)CC1 (configuration not stated)	-3	-2	0	9	-1	-15	-12	2
34	C[C@H]1CN([C@@H](C)CO)C(=O)c2cccc(NS(C)(=O)=O)c2O[C@H]1CN(C)CC1CCCCC1	-4[16.7 µM]	-3	6	0	24	.	-13	-11
35	C[C@@H]1CN([C@@H](C)CO)C(=O)c2cc(C#C[C@@H](C)O)cnc2O[C@H]1CN(C)CC1CCCC1	-4[16.7 µM]	-4	3	-34	11	-1	1	-13
36	NC(=O)COC(=O)CSc1ccc2ccccc2c1	-5	0	1	8	-3	.	9	13

# (list continues)
no.	mol	miR122 inh	Casp6 inh	Cneo AK release	EWS-Fli inh	PGC1a acetyl inh	FN deposit inh	LGR2 antag	PAX8 reporter
37	COc1ccccc1C#Cc1ccc2c(c1)O[C@@H](CN(C)C)[C@@H](C)CN([C@H](C)CO)S2(=O)=O	.	.	.	5	-22	16	-13	.
38	Cc1cc(-c2nnc(SCC(=O)Nc3ccccc3C(F)(F)F)n2N)n[nH]1	-7	-3	2	0	17	2	-4	-22
39	COc1ccc(CNC(=O)CN(C(=O)c2csnn2)c2ccc(F)cc2)cc1	.	.	1	.	.	-15	24	-3
40	COc1ccc(NC(=O)C(CC(=O)O)Cc2ccc(Br)cc2)cc1 (configuration not stated)	-4	1	0	8	-9	4	7	-8
41	Cc1ccc(Nc2nnc(SCC(=O)Nc3ncc(C(F)(F)F)cc3Cl)s2)cc1	-3	.	2	.	-15	-4	3	8
42	C[C@@H]1CN([C@@H](C)CO)S(=O)(=O)c2ccc(C3=CCCCC3)cc2O[C@H]1CN(C)Cc1ccccc1	0[16.7 µM]	.	.	24	37	-3	27	.
43	COc1ccc(NC(=O)NC(c2ccccc2)c2ccccc2)c(OC)c1	-5	2	2	.	1	.	-2	7
44	Cc1ccc2nsnc2c1NC(=O)COc1ccccc1F	.	0	.	-4	.	4	-18	3
45	COc1ccc(-c2nc3c(Cl)cc(C(F)(F)F)cn3c2Cc2ccsc2)cc1OC	.	-1	.	-16	.	-11	0	18
46	CC(C)NC(=O)N(C)C[C@@H]1Oc2ncc(-c3cccc(C#N)c3)cc2C(=O)N([C@H](C)CO)C[C@@H]1C	-2	-1&1&2	1&2&3	0&-5&-3	-1&9&6	6&3	-23&-23	-15
47	CC(OC(=O)c1cc(S(=O)(=O)N2CCOCC2)ccc1F)C(=O)NC1CCCCC1C (configuration not stated)	-6	1	0	6	2	1	7	-5
48	COc1ccc2c(c1)cc(C(=O)N/N=C/c1c(O)c(C(=O)O)cc3ccccc13)n2C	.	31	-1	-22	3	3	3	5

# Part of the list above in order of formula weight, ascending:
no.	mol	miR122 inh	Casp6 inh	Cneo AK release	EWS-Fli inh	PGC1a acetyl inh	FN deposit inh	LGR2 antag	PAX8 reporter
21	COCC(=O)Nc1sc2c(c1C(=O)OC)CCCC2	-10	.	0	.	-3	10	.	13
39	COc1ccc(CNC(=O)CN(C(=O)c2csnn2)c2ccc(F)cc2)cc1	.	.	1	.	.	-15	24	-3
17	O=C(C1CCCCC1)N1CC2(C1)[C@H](c1ccccc1)[C@H](CO)N2Cc1cncnc1	.	2	.	-2	6	4	-7	.
14	C[C@@H]1CN([C@@H](C)CO)S(=O)(=O)c2ccc(Br)cc2O[C@@H]1CN(C)C	15[16.7 µM]	3	7	-5	4	-7	-11	.
19	C[C@@H]1CN([C@@H](C)CO)S(=O)(=O)c2ccc(C#Cc3ccncc3)cc2O[C@@H]1CN(C)C	-5[16.7 µM]	2	2	-4	-11	-4	-10	.
41	Cc1ccc(Nc2nnc(SCC(=O)Nc3ncc(C(F)(F)F)cc3Cl)s2)cc1	-3	.	2	.	-15	-4	3	8
11	CS(=O)(=O)N(CC(=O)Nc1ccc(S(=O)(=O)N2CCOCC2)cc1)c1ccccc1Br	-5	0	0	7	1	-13	23	17
10	COc1ccc(S(=O)(=O)N(C)C[C@H]2Oc3cc(C#CC4CCCCC4)ccc3S(=O)(=O)N([C@@H](C)CO)C[C@H]2C)cc1	26[16.7 µM]	1	-6	13	6	.	14	.
4	CCCNC(=O)c1ccc(N2CCC3(CC2)CC(c2cccc(Br)c2)=NO3)c(NC(=O)c2ccc(Cl)c([N+](=O)[O-])c2)c1	-4	.	1	2	1	3	7	11

# Further structures.
no.	mol	miR122 inh	Casp6 inh	Cneo AK release	EWS-Fli inh	PGC1a acetyl inh	FN deposit inh	LGR2 antag	PAX8 reporter
49	COC(=O)C[C@H]1C[C@H]2c3cc(NC(=O)Nc4ccc(C(F)(F)F)cc4)ccc3O[C@H]2[C@H](CO)O1	2[16.7 µM]	0	5	-10	-20	-7	13	4
50	Cc1ccc(C(=O)n2nc(C#N)c(C#N)c2N)cc1	.	4	.	7	.	3	30	1
51	Brc1cnc2ccccc2c1N1CCCCC1	.	4	.	10	.	12	-4	13
52	C[C@H]1CN([C@@H](C)CO)C(=O)c2cc(C#Cc3cccnc3)cnc2O[C@H]1CN(C)C(=O)CC1CC1	-19[16.7 µM]	0	-1	-7	-2	3	3	.
53	Cc1nonc1NC(=O)c1oc2ccc(F)cc2c1C	5	-1	0	.	14	5	-8	-8
54	Cc1nnc(-c2cccc(Br)c2)c2cn(-c3cccc(Br)c3)nc12	-4	.	3	.	5	-6	.	.
55	CCc1ccc(C(C(=O)NCc2ccccc2)N(C(=O)c2csnn2)C2CC2)cc1 (configuration not stated)	.	2	2	-1	.	0	18	12
56	COc1ccc(CNC(=O)C(C)Sc2nc3ccccc3c(=O)n2CCCN2CCOCC2)cc1 (configuration not stated)	.	-3	.	7	-10	15	1	4
57	Cc1ccccc1CCN(C(=O)CN1C(=O)c2ccccc2S1(=O)=O)C(C(=O)NCC1CCCO1)c1ccncc1 (configuration not stated)	-3	.	17	.	0	3	7	-1
